H9c2 protect = cardioprotection against H2O2-induced cell death, primary screen, uHTS, H9c2 cells, ATPLite luminescence; protection from H2O2 cell death, % at 20 µM; hit rate 0.63% among 360,000; AID 588492, 2011; H9c2 cardiomyocytes, H2O2 injury protection, 2 h;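 active = compounds giving at least 50% protection of heart cells from peroxide-induced death in the single-dose screen, raw or plate-pattern-corrected value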;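 also: 0% = DMSO wells with peroxide and 100% = DMSO wells without peroxide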
m5-HT2A agonist = mouse Htr2a agonists via beta-arrestin recruitment, primary screen, cell-based, luminescence. 5-hydroxytryptamine receptor 2A (Mus musculus), P35363. CHO-K1 mHTR2A beta-arrestin complementation; percent of 30 µM serotonin response. activation, % at 7.6 µM. hit rate 0.66% among 360,000;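 active = activation above a run cutoff, the mean activation of all tested compounds plus 3 SD, cut at about 14% in these data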;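 also: 0% = plate median of compound wells and 100% = 30 µM serotonin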
MC4R antag cAMP = MC4R antagonists of cAMP signaling, primary screen, cell-based, TR-FRET, antagonist arm of biased-ligand search; MC4R-expressing cells, MTII-stimulated cAMP, LANCE TR-FRET; hit rate 0.48% among 360,000; AID 540295, 2011; Melanocortin receptor 4 (Homo sapiens), P32245; inhibition, % at 6.5 µM;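 active = inhibition above its plate's cutoff, the mean of tested wells on that plate plus 3 SD, cut at about 29% in these data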;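 also: 0% = Melanotan II alone and 100% = Melanotan II plus saturating MCL0020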
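Assay system: human MC4R-expressing U2OS cells; reagent: Melanotan II stimulation of cells; dosing: 6.5 µM single dose; timing: compound 30 min, challenge 1 h, detection 1 h; signal: TR-FRET cAMP assay; replicates: one well per compound, no replicates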
MC4R ag barr = MC4R agonists recruiting beta-arrestin, primary screen, cell-based, luminescence, agonist arm of biased-ligand search; Melanocortin receptor 4 (Homo sapiens), P32245; activation, % at 8.9 µM; hit rate 0.98% among 360,000; U2OS MC4R beta-arrestin complementation; percent of melanotan II response, DMSO zero;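 active = activation above a per-plate cutoff, the mean activation of sample wells on that plate plus 3 SD, cut at about 8% in these data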
PDI inh = inhibitors of human PDI, primary screen, biochemical, turbidity, single point, plate reader. Protein disulfide-isomerase (Homo sapiens), P07237. PDI insulin aggregation turbidity, A650, 90 min. AID 588391, 2011. hit rate 0.052% among 350,000. inhibition, % at 10 µM;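 active = mean inhibition across replicates of 30% or more, whatever share of single replicates reach that level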;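 also: absorbance from insulin aggregation driven by PDI reduction with DTT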
N-glyco inh = increase of ERlucT glycosylation luciferase signal, primary screen, N-linked glycosylation inhibitor project, D54 ERlucT cells, luminescence, set 2. reporter increase, % at 12.5 µM. hit rate 0.23% among 360,000. D54 ERlucT glycosylation luciferase reporter, 24 h; percent of 100 nM tunicamycin response;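 active = mean luciferase reporter signal, scaled so untreated is 0 and the glycosylation-blocking control 100, at or above a set limit in every replicate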;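 also: luciferase carries N-glycosylation sites so blocking glycosylation raises the light; 0% = median of neutral control wells and 100% = median of 100 nM tunicamycin wells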
ABCB6 inh 2 = ABCB6 transporter inhibitors, primary screen, K562-ABCB6 cells, flow cytometry, MLPCN library; fluorescence ratio to DMSO, % at 10 µM; K562-ABCB6 porphyrin accumulation, 1 h; stronger effect = lower value; hit rate 0.19% among 360,000;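 active = fluorescence ratio to DMSO below 75%, the collection mean minus 3 SD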;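 also: signal is porphyrin accumulated inside mitochondria; 100% equals median channel fluorescence of DMSO control wells; lower ratio means ABCB6 inhibition with less porphyrin fluorescence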
Target sequence (Q9NP58 whole entry, looked up): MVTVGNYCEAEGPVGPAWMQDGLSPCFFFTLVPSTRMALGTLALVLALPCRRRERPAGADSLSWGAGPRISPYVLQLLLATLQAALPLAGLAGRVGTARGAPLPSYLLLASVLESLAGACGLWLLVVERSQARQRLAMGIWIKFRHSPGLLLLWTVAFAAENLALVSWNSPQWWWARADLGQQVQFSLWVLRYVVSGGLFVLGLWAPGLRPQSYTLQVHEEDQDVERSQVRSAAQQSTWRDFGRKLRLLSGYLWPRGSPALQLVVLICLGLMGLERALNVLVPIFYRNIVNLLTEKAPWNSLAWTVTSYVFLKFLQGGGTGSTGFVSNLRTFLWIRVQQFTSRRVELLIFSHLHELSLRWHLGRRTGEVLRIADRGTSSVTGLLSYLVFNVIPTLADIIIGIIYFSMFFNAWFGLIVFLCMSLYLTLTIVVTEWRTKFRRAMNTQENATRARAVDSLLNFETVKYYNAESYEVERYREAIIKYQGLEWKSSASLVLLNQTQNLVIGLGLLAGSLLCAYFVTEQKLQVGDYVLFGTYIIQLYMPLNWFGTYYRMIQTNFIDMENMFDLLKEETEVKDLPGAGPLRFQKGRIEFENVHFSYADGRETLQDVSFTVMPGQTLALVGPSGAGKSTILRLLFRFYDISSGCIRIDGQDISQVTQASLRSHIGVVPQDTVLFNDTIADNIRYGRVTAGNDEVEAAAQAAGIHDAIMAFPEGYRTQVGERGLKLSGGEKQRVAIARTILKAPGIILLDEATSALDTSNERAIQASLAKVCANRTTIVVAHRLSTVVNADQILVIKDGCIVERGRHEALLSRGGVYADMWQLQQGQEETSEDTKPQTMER
Granule exo inh = LAMP-1 surface exposure blockers, TALL-104 cells – cell-based, flow cytometry, MLPCN library, primary screen; TALL-104 LAMP-1 surface exposure; cells stimulated with thapsigargin and PMA; inhibition, % at 10 µM; hit rate 0.66% among 360,000; AID 651702, 2012;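 active = inhibition above about 55%, limit read from the data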
CaV13 ICDI inh = Disruptors of the CACNA1D IQ motif to Ca2+-dependent inactivation inhibitor domain association, primary screening, Förster resonance energy transfer in intact living …. HEK cells, CFP/YFP FRET ICDI-IQ, plate reader, 10 min; percent FRET-ratio fall versus neutral wells. inhibition, % at 12.3 µM. hit rate 0.098% among 340,000. AID 743397;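 active = mean replicate inhibition of at least 30% and at least 1% of replicates passing that level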;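 also: 0% = median of the neutral control wells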
ABHD5-PLIN5 inh = ABHD5-PLIN5 interaction inhibitors, primary screen, cell lysate, split luciferase complementation, luminescence; Split G. princeps luciferase complementation, 4 h; inhibition, % at 4 µM; hit rate 0.78% among 360,000;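 active = inhibition above the mean inhibition across every tested compound plus 3 SD, cut at about 22% in these data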;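 also: 0% = DMSO only wells and the 100% control is not disclosed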
* hit, by the source's call.

How did COc1ccc(-c2csc(COC(=O)C(C)(C)C)n2)cc1 do in these assays?
H9c2 protect: -11; m5-HT2A agonist: 3; MC4R antag cAMP: -5; MC4R ag barr: 1.1; PDI inh: -6; N-glyco inh: 0; ABCB6 inh 2: 99; Granule exo inh: -5; CaV13 ICDI inh: -3; ABHD5-PLIN5 inh: 4

Results for COC(=O)c1sccc1NC(=O)Nc1cccc(F)c1 ?
H9c2 protect: -5; m5-HT2A agonist: -1; MC4R antag cAMP: -3; MC4R ag barr: -1.2; PDI inh: -1; N-glyco inh: 1; ABCB6 inh 2: 104; Granule exo inh: 2; CaV13 ICDI inh: 12; ABHD5-PLIN5 inh: 6

Results for Nc1ccc(N2CCN(c3ccccc3)CC2)c(F)c1 ?
H9c2 protect: 3; m5-HT2A agonist: 1; MC4R antag cAMP: 2; MC4R ag barr: -1.6; PDI inh: -2; N-glyco inh: 1; ABCB6 inh 2: 99; Granule exo inh: 2; CaV13 ICDI inh: -4; ABHD5-PLIN5 inh: -1

Results for COc1cc(C(=O)NNC(=O)c2cc(=O)[nH]c3ccccc23)cc(OC)c1OC ?
H9c2 protect: -1; m5-HT2A agonist: 1; MC4R antag cAMP: -4; MC4R ag barr: -1.8; PDI inh: -12; N-glyco inh: 1; ABCB6 inh 2: 101; Granule exo inh: 1; ABHD5-PLIN5 inh: 2

What do the screens show for `O=c1c2ccccc2nc(CSc2nnnn2-c2ccccc2)n1-c1ccccc1Cl`?
H9c2 protect: -7; m5-HT2A agonist: 1; MC4R antag cAMP: 2; MC4R ag barr: 2.9; PDI inh: -6; N-glyco inh: -3; ABCB6 inh 2: 92; Granule exo inh: 1; ABHD5-PLIN5 inh: 1

What do the screens show for `COc1cc(OC)cc(C(=O)OCC(=O)Nc2ccc(F)cc2F)c1`?
H9c2 protect: 9; m5-HT2A agonist: 8; MC4R antag cAMP: 6; MC4R ag barr: 0.8; PDI inh: 3; N-glyco inh: 0; ABCB6 inh 2: 92; Granule exo inh: -3; CaV13 ICDI inh: 7; ABHD5-PLIN5 inh: 7

Results for COc1cc(C)c(CNC2CCCCC2)cc1C ?
H9c2 protect: -6; m5-HT2A agonist: 4; MC4R antag cAMP: 12; MC4R ag barr: 0.4; PDI inh: 4; N-glyco inh: 1; ABCB6 inh 2: 86; Granule exo inh: -1; CaV13 ICDI inh: -5; ABHD5-PLIN5 inh: 3

Results for OCCC1CN(Cc2cc3c(cc2Cl)OCO3)CCN1C1CCCCC1 (centres undefined) ?
H9c2 protect: 4; m5-HT2A agonist: 0; MC4R antag cAMP: 6; MC4R ag barr: -2.5; PDI inh: 10; N-glyco inh: -4; ABCB6 inh 2: 101; Granule exo inh: -2; CaV13 ICDI inh: -7; ABHD5-PLIN5 inh: -2

How did O=C(NC1=C(Nc2ccc(F)cc2)C(=O)c2ccccc2C1=O)c1ccc(Cl)cc1 do in these assays?
H9c2 protect: -18; m5-HT2A agonist: 0; MC4R antag cAMP: -3; MC4R ag barr: -2.3; PDI inh: -3; N-glyco inh: -1; ABCB6 inh 2: 99; Granule exo inh: -2; CaV13 ICDI inh: -5; ABHD5-PLIN5 inh: -4

How did CN(CC(=O)Nc1ccccc1C(F)(F)F)C(=O)c1cccc(-n2cccc2)c1 do in these assays?
H9c2 protect: 5; m5-HT2A agonist: -5; MC4R antag cAMP: 15; MC4R ag barr: -2.6; PDI inh: 2; N-glyco inh: 2; ABCB6 inh 2: 99; Granule exo inh: 1; CaV13 ICDI inh: -4; ABHD5-PLIN5 inh: -9

How did COc1ccc(Br)c(-c2nnc(CS(=O)(=O)c3ccccc3)o2)c1 do in these assays?
H9c2 protect: 12; m5-HT2A agonist: -5; MC4R antag cAMP: -1; MC4R ag barr: -1.1; PDI inh: -8; N-glyco inh: -3; ABCB6 inh 2: 95; Granule exo inh: 15; CaV13 ICDI inh: -2; ABHD5-PLIN5 inh: 3

What do the screens show for `Cc1cccc(NC(=O)NCC(F)(F)F)n1`?
H9c2 protect: 8; m5-HT2A agonist: 2; MC4R antag cAMP: 4; MC4R ag barr: 1.0; PDI inh: -3; N-glyco inh: 3; ABCB6 inh 2: 97; Granule exo inh: 0; CaV13 ICDI inh: -4; ABHD5-PLIN5 inh: -7

What do the screens show for `COc1ccc(CNC(=O)COC(=O)[C@H](Cc2c[nH]c3ccccc23)NC(=O)c2cccs2)cc1`?
H9c2 protect: 4; m5-HT2A agonist: 0; MC4R antag cAMP: 43*; MC4R ag barr: -2.8; PDI inh: 4; N-glyco inh: 0; ABCB6 inh 2: 99; Granule exo inh: 58*; CaV13 ICDI inh: -5; ABHD5-PLIN5 inh: 0

Results for CCn1ncc(S(=O)(=O)N2CCN(c3cccc(OC)c3)CC2)c1C ?
H9c2 protect: 2; m5-HT2A agonist: 3; MC4R antag cAMP: 0; MC4R ag barr: 2.3; PDI inh: 0; N-glyco inh: 2; ABCB6 inh 2: 92; Granule exo inh: -1; CaV13 ICDI inh: -5; ABHD5-PLIN5 inh: -3

How did O=C(NCCc1ccccc1)[C@@H]1CC=C[C@@H]2CCN(C3CCCCC3)C(=O)[C@@H]21 do in these assays?
H9c2 protect: 3; m5-HT2A agonist: 0; MC4R antag cAMP: 15; MC4R ag barr: 0.5; PDI inh: -2; N-glyco inh: -1; ABCB6 inh 2: 95; Granule exo inh: 5; CaV13 ICDI inh: -12; ABHD5-PLIN5 inh: 2

What do the screens show for `CCOC(=O)c1c(NC(=O)CSc2nnc(-c3cccnc3)o2)sc(C)c1C`?
H9c2 protect: 6; m5-HT2A agonist: -3; MC4R antag cAMP: 12; MC4R ag barr: -2.0; PDI inh: -3; N-glyco inh: -8; ABCB6 inh 2: 97; Granule exo inh: -2; ABHD5-PLIN5 inh: 5

Results for O=[N+]([O-])c1ccc(N(CC2CO2)S(=O)(=O)c2ccccc2)cc1 (centres undefined) ?
H9c2 protect: -2; m5-HT2A agonist: 2; MC4R antag cAMP: 1; MC4R ag barr: -2.3; PDI inh: 1; N-glyco inh: 1; ABCB6 inh 2: 85; Granule exo inh: -2; CaV13 ICDI inh: -4; ABHD5-PLIN5 inh: 2

Results for CCN(CC(=O)Nc1ccc(NC(C)=O)cc1)C(=O)C1CCCC1 ?
H9c2 protect: 5; m5-HT2A agonist: 3; MC4R antag cAMP: 0; MC4R ag barr: -0.4; PDI inh: -3; N-glyco inh: 0; ABCB6 inh 2: 98; Granule exo inh: -2; CaV13 ICDI inh: -16; ABHD5-PLIN5 inh: -1

How did Cc1[nH]c(=S)[nH]c(=O)c1CCOc1ccccc1 do in these assays?
H9c2 protect: 6; m5-HT2A agonist: -2; MC4R antag cAMP: 3; MC4R ag barr: -1.6; PDI inh: 5; N-glyco inh: 3; ABCB6 inh 2: 97; Granule exo inh: -2; CaV13 ICDI inh: 0; ABHD5-PLIN5 inh: 3

Results for CCCCn1cnc(C(=O)OCC)c1N ?
H9c2 protect: -2; m5-HT2A agonist: 7; MC4R antag cAMP: 23; MC4R ag barr: -0.7; PDI inh: 5; N-glyco inh: 1; ABCB6 inh 2: 96; Granule exo inh: -3; CaV13 ICDI inh: -6; ABHD5-PLIN5 inh: -1

Results for CCCCn1c(N)c(N(CCOC)C(=O)C(C)N2C(=O)c3ccccc3C2=O)c(=O)[nH]c1=O (centres undefined) ?
H9c2 protect: 0; m5-HT2A agonist: -4; MC4R antag cAMP: -4; MC4R ag barr: -3.1; PDI inh: 1; N-glyco inh: 1; ABCB6 inh 2: 95; Granule exo inh: -4; CaV13 ICDI inh: -2; ABHD5-PLIN5 inh: 8

What do the screens show for `COc1cccc(NC(=O)C(=O)N/N=C/c2ccc3c(c2)OCO3)c1`?
H9c2 protect: -3; m5-HT2A agonist: 4; MC4R antag cAMP: 13; MC4R ag barr: -2.2; PDI inh: -2; N-glyco inh: 1; ABCB6 inh 2: 95; Granule exo inh: -2; ABHD5-PLIN5 inh: -8

What do the screens show for `O=C(c1ccc(F)cc1)N1CCN(Cc2ccccc2)CC1`?
H9c2 protect: 10; m5-HT2A agonist: -7; MC4R antag cAMP: 7; MC4R ag barr: -1.9; PDI inh: -4; N-glyco inh: -3; ABCB6 inh 2: 84; Granule exo inh: 4; CaV13 ICDI inh: -19; ABHD5-PLIN5 inh: 0

What do the screens show for `CC(C)C(=O)Nc1ccc(NC(=O)c2ccc3c(c2)OCO3)cc1`?
H9c2 protect: -7; m5-HT2A agonist: 2; MC4R antag cAMP: -4; MC4R ag barr: -0.3; PDI inh: 16; N-glyco inh: 4; ABCB6 inh 2: 120; Granule exo inh: 4; CaV13 ICDI inh: -2; ABHD5-PLIN5 inh: 3

What do the screens show for `CCC(C)N=C1SCC(C)(/C=N/O)S1` (centres undefined)?
H9c2 protect: 4; m5-HT2A agonist: 10; MC4R antag cAMP: 1; MC4R ag barr: -0.3; PDI inh: -6; N-glyco inh: 1; ABCB6 inh 2: 94; Granule exo inh: -3; CaV13 ICDI inh: -4; ABHD5-PLIN5 inh: -19

Results for CSc1nc2sc3c(c2c(=O)n1C)CCC(C)C3 (centres undefined) ?
H9c2 protect: -13; m5-HT2A agonist: -4; MC4R antag cAMP: -8; MC4R ag barr: 0.4; PDI inh: -2; N-glyco inh: 0; ABCB6 inh 2: 97; Granule exo inh: 4; ABHD5-PLIN5 inh: -2

How did N/C(=N\c1nc2ccccc2o1)NC(=O)c1cccc(Br)c1 do in these assays?
H9c2 protect: -5; m5-HT2A agonist: 0; MC4R antag cAMP: 9; MC4R ag barr: -2.1; PDI inh: 2; N-glyco inh: -6; ABCB6 inh 2: 97; Granule exo inh: -2; CaV13 ICDI inh: 1; ABHD5-PLIN5 inh: -1

What do the screens show for `COc1ccc(C(C(=O)NCC2CCCO2)N(C(=O)CNC(=O)c2cccs2)c2ccc(NC(C)=O)cc2)cc1OC` (centres undefined)?
H9c2 protect: 4; m5-HT2A agonist: -5; MC4R antag cAMP: 10; MC4R ag barr: 0.1; PDI inh: -3; N-glyco inh: 2; ABCB6 inh 2: 97; Granule exo inh: -3; CaV13 ICDI inh: -7; ABHD5-PLIN5 inh: 5

How did CC1CN(C(=O)C(C)Sc2nnnn2C)CC(C)O1 (centres undefined) do in these assays?
H9c2 protect: 7; m5-HT2A agonist: 3; MC4R antag cAMP: 8; MC4R ag barr: -1.0; PDI inh: 4; N-glyco inh: 1; ABCB6 inh 2: 93; Granule exo inh: 5; CaV13 ICDI inh: -2; ABHD5-PLIN5 inh: 5
